INS-1E GSIS act: primary screen for activators of insulin secretion dependent on glucose, INS-1E cells, GLuc reporter luminescence. INS-1E GLuc reporter insulin secretion, 2-3 h. activation, % at 16.6 µM. actives 0.61% (n = 370,000);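 active means lowest replicate activation of at least 40%, so every replicate reaches that level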;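 further: 0% = median of neutral control wells and 100% = median of IBMX positive control wells; some compounds called inactive have numbers as strong as hits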
C2C12 statin: protects C2C12 myotubes from simvastatin toxicity; ATP luminescence, 48 h; scaled: DMSO 0, geranylgeraniol control 100; rescue of ATP level, % at 7.49 µM; actives 0.78% (n = 330,000); AID 602340;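 active means mean ATP rescue above about 67%, or every replicate alone reaching that limit, limit read from the data, passing the limit was not always enough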;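 further: myotubes were challenged with 10 µM simvastatin during compound exposure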
Cneo AK release: causes C. neoformans cell lysis; lysis activity, % at 15 µM; adenylate kinase release luminescence, 4 h; normalised: neutral wells 0, clomiphene wells 100; actives 0.2% (n = 360,000); AID 651654;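 active means mean lysis activity across replicates of at least 80%, whatever share of replicates individually reach that level; inactive means mean lysis activity below 80%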
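Test system: log-phase Cryptococcus neoformans yeast cells; Quantity: yeast cell density of 5 × 10^6 cells/mL; Buffer or medium: YPD; Doses: single compound concentration per well; Timing: 4 h at 37 °C static, read 1 h later; Measured by: AK luminescence; Read-out basis: lysis from increased AK signal; Control set: Clomiphene as positive control.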
PglD inh: PglD (C. jejuni) enzyme inhibition. actives 0.098% (n = 360,000). inhibition, % at 12.5 µM. purified PglD enzyme, DTNB colorimetric CoA detection. AID 602405; in the data active means inhibition above about 16%, passing the limit was not always enough; further: strong numbers were not always called active
LGR2 inh: blocks bursicon-induced cAMP signaling via Drosophila LGR2 | HEK293 LGR2, CRE-luciferase, bursicon-stimulated, 4 h | inhibition, % at 9.99 µM | actives 0.35% (n = 380,000);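 active means drop in luminescence signal, shown as inhibition above about 50% in the replicate tests, limit read from the data, passing the limit was not always enough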;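 further: agonist challenge used bursicon conditioned medium at about half maximal strength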
PAX8 reporter: lowers PAX8-driven luciferase in RMG-I cells | RMG-I TPO-luciferase reporter, SteadyGlo, 24 h | inhibition, % at 12.6 µM | actives 1.2% (n = 360,000) | AID 652154;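 active means mean replicate inhibition at least 60% with every replicate also reaching 60%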;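 further: luciferase light reporting Pax8 driven TPO promoter activity; plate controls were median of neutral control wells for no effect and mitoxantrone controls for full effect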
ARNT-TACC3 inh: disruptors of human ARNT/TACC3 interaction. Q9Y6A5. AlphaScreen His-ARNT PAS-B/GST-TACC3 binding, luminescence; TACC3 fragment carries E629A point mutation. inhibition, % at 9.99 µM. actives 0.66% (n = 390,000);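 active means mean inhibition of replicates at least 50% and at least half of replicates each reaching 50%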;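 further: 0% = complete ARNT plus TACC3 wells and 100% = ARNT alone without TACC3; many hits fall short of the cut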
PGC1a acetyl inh: PGC1a acetylation modulation, inhibitor mode; inhibition, % at 15.6 µM; AID 651687; actives 0.17% (n = 350,000); U2OS PGC1a acetylation, AlphaScreen anti-acetyl-lysine; with virally co-expressed GCN5 acetyltransferase;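 active means every replicate shows inhibition of at least 40%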;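 further: 0% = neutral control wells and 100% = positive control wells; some results beyond the cut were filed as inactive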
An asterisk follows results filed as active; x = no result given.

SMILES | INS-1E GSIS act | C2C12 statin | Cneo AK release | PglD inh | LGR2 inh | PAX8 reporter | ARNT-TACC3 inh | PGC1a acetyl inh
CCOC(=O)C1(Cc2cccc(OC)c2)CCCN(C(=O)c2cc(CC(C)C)[nH]n2)C1 (stereo not given) | -12 | x | 1 | -5 | -14 | -155 | 5 | -4
Cc1ccccc1-c1cc2nc(C)c(C)c(=O)n2[nH]1 | 18 | -1 | -1 | 3 | -29 | -61 | 22 | x
COc1ccc(CNCC(O)(c2ccccc2)c2ccc(F)cc2)cc1OC (stereo not given) | -32 | 2 | -3 | 2 | 1 | -2 | -6 | x
O=C(C1CCN(S(=O)(=O)c2ccc(Cl)cc2)CC1)N1CCCCCCC1 | 10 | x | 0 | -6 | 5 | 12 | 6 | 6
O=C(c1ccc(-n2nc(C(F)(F)F)c3c2CCCC3)cc1)N1CCOCC1 | -13 | x | x | x | 0 | 19 | -4 | x
CN1C(=O)CC(N2CCN(c3ccccn3)CC2)C1=O (stereo not given) | x | -6 | -1 | -5 | x | x | 0 | -1
Cc1cc(OCC(=O)NCc2cccnc2)c2c(C)cc(=O)oc2c1 | -4 | -5 | -2 | 0 | -12 | -6 | -3 | -1
Cc1ccc(CS(=O)(=O)c2ccc(C(=O)N3CCCCC3)cc2[N+](=O)[O-])cc1 | -7 | 9 | -1 | -2 | 8 | 22 | -1 | 3
O=S(=O)(Nc1ccc2c(c1)OCO2)c1ccc(F)c(F)c1 | 6 | 20 | -1 | 5 | -7 | -7 | -8 | 17
CC(C)(C)NC(=O)C(c1ccccn1)N(C(=O)c1ccc2c(c1)OCCO2)C1CCCC1 (stereo not given) | x | 17 | 0 | 11 | x | x | 2 | -3
CN(CCc1ccccc1)c1ccc([N+](=O)[O-])cn1 | -4 | -8 | 0 | -14 | 9 | -7 | -1 | x
CN(C)C(CNC(=O)c1ccccc1C(F)(F)F)c1ccco1 (stereo not given) | 7 | 1 | 2 | 3 | -1 | -9 | 19 | x
COCC(=O)Nc1ccc2c(c1)OC[C@H](C)N(C(=O)c1cccnc1)C[C@@H](C)[C@H](OC)CN(C)C2=O | 1 | 2 | -3 | -5 | -6 | x | -7 | 12
CCCCN(CC)CCCNC(=O)c1cc2c(=O)n(CC)c3ccccc3c2s1 | 1 | 97* | -1 | -1 | -25 | 5 | 7 | -53
CCC(C)c1ccc(NC(=O)Nc2cccnc2)cc1 (stereo not given) | x | -42 | -3 | -1 | -41 | x | -7 | -2

At a glance, some entries already given:
SMILES | INS-1E GSIS act | C2C12 statin | Cneo AK release | PglD inh | LGR2 inh | PAX8 reporter | ARNT-TACC3 inh | PGC1a acetyl inh
CCOC(=O)C1(Cc2cccc(OC)c2)CCCN(C(=O)c2cc(CC(C)C)[nH]n2)C1 (stereo not given) | -12 | x | 1 | -5 | -14 | -155 | 5 | -4
Cc1ccccc1-c1cc2nc(C)c(C)c(=O)n2[nH]1 | 18 | -1 | -1 | 3 | -29 | -61 | 22 | x
COc1ccc(CNCC(O)(c2ccccc2)c2ccc(F)cc2)cc1OC (stereo not given) | -32 | 2 | -3 | 2 | 1 | -2 | -6 | x
O=C(C1CCN(S(=O)(=O)c2ccc(Cl)cc2)CC1)N1CCCCCCC1 | 10 | x | 0 | -6 | 5 | 12 | 6 | 6
O=C(c1ccc(-n2nc(C(F)(F)F)c3c2CCCC3)cc1)N1CCOCC1 | -13 | x | x | x | 0 | 19 | -4 | x
CN1C(=O)CC(N2CCN(c3ccccn3)CC2)C1=O (stereo not given) | x | -6 | -1 | -5 | x | x | 0 | -1
Cc1cc(OCC(=O)NCc2cccnc2)c2c(C)cc(=O)oc2c1 | -4 | -5 | -2 | 0 | -12 | -6 | -3 | -1
Cc1ccc(CS(=O)(=O)c2ccc(C(=O)N3CCCCC3)cc2[N+](=O)[O-])cc1 | -7 | 9 | -1 | -2 | 8 | 22 | -1 | 3
O=S(=O)(Nc1ccc2c(c1)OCO2)c1ccc(F)c(F)c1 | 6 | 20 | -1 | 5 | -7 | -7 | -8 | 17
CC(C)(C)NC(=O)C(c1ccccn1)N(C(=O)c1ccc2c(c1)OCCO2)C1CCCC1 (stereo not given) | x | 17 | 0 | 11 | x | x | 2 | -3
CN(CCc1ccccc1)c1ccc([N+](=O)[O-])cn1 | -4 | -8 | 0 | -14 | 9 | -7 | -1 | x
CN(C)C(CNC(=O)c1ccccc1C(F)(F)F)c1ccco1 (stereo not given) | 7 | 1 | 2 | 3 | -1 | -9 | 19 | x

(next part)
SMILES | INS-1E GSIS act | C2C12 statin | Cneo AK release | PglD inh | LGR2 inh | PAX8 reporter | ARNT-TACC3 inh | PGC1a acetyl inh
CC(C)C(NC(=O)c1ccccc1)C(=O)NC1CCCc2ccccc21 (stereo not given) | -7 | -6 | 1 | -2 | 7 | 9 | -4 | x
Cc1ccc(S(=O)(=O)N(C)C[C@@H]2OCCCC[C@H](C)Oc3ccc(NC(=O)CCC(F)(F)F)cc3C(=O)N([C@H](C)CO)C[C@H]2C)cc1 | -22 | x | 62 | -9 | -6 | 34 | -2 | 0
Cc1noc(C)c1NC(=O)N(C)C[C@H]1Oc2ccc(NC(=O)C3CCCCC3)cc2CC(=O)N([C@@H](C)CO)C[C@H]1C | 6 | 4 | 6 | 1 | 23 | -11 | -5 | 2
Cn1c(CNC(=O)c2ccccc2F)nnc1SCc1ccc(F)cc1 | -12 | x | x | x | -2 | 18 | -2 | x
O=C(Oc1ccc(=O)n(-c2ccccc2)n1)c1ccc(F)cc1 | -42 | 7 | 1 | -4 | -4 | 13 | 5 | 7
O=C(COC(=O)c1cc(S(=O)(=O)N2CCOCC2)ccc1Cl)NC1CC1 | -4 | 2 | -1 | 3 | -12 | -3 | 0 | x
CC(=O)N1[C@@H]2CN(S(=O)(=O)c3ccc(F)cc3)c3ccccc3[C@@H]2[C@@H]1CO | 0 | -13 | -2 | 0 | 0 | -2 | 3 | 1
CC(=O)OCCC(C)C | 0 | -2 | -3 | 1 | -8 | x | -3 | 0
Cc1ccc(S(N)(=O)=O)cc1NC(=O)C1CC2CCC1C2 (stereo not given) | -16 | 0 | -1 | 6 | -5 | x | -3 | 12
CCN(C(=O)CN1C(=O)/C(=C/c2ccccc2)SC1=S)C1CCS(=O)(=O)C1 (stereo not given) | 5 | 7 | 5 | 0 | -6 | 6 | -3 | -2
Cc1cc(C)n(-c2nc(NCC(C)O)c3c4c(sc3n2)COC(C)(C)C4)n1 (stereo not given) | 0 | -20 | -1 | 2 | x | x | 9 | 2
O=C(/C=C/c1cccs1)Nc1ccc(N2CCOCC2)c(S(=O)(=O)Nc2ccccc2Cl)c1 | -15 | x | 3 | 2 | -16 | -4 | 3 | -13
CCOC(=O)CN1CC23C=CC(O2)C(C(=O)NC2CCCCCC2)C3C1=O (stereo not given) | 4 | -1 | -1 | 7 | 20 | 1 | -3 | -12
CC(C)CC#Cc1ccc2c(c1)O[C@H](CN(C)C(=O)c1ccncc1)[C@H](C)CN([C@@H](C)CO)S2(=O)=O | -36 | 2 | 0 | -3 | 5 | x | 0 | -8
CCOC(=O)c1c(NC(=O)C(F)(OC)C(F)(F)F)sc(C(=O)N2CCCCC2)c1C (stereo not given) | x | 0 | 0 | 13 | x | -2 | 11 | -22
CO[C@H](CN(C)S(=O)(=O)c1cn(C)cn1)[C@@H](C)CN(C(=O)Nc1ccc(C(F)(F)F)cc1)[C@@H](C)CO | -20 | -16 | 4 | 0 | -16 | x | -10 | 3
Cc1ccc(C2CC(c3cccs3)=NN2C(=O)CSc2nc(=O)n3cc(C)ccc3n2)cc1 (stereo not given) | -10 | 20 | x | x | -6 | 15 | 7 | x
Oc1ccc(Cl)cc1N=Nc1ccccc1 | 12 | 12 | 1 | 1 | -21 | 17 | -3 | -2
CCOC(=O)c1c(S(=O)(=O)NCC(=O)Nc2cc(C)ccc2C)c(C)n(C)c1C | -1 | 17 | -2 | 1 | 0 | 1 | 1 | -8
Cc1cc(C)c(NC(=O)CNC(=O)c2ccccc2SCC(=O)N2CCCC2)c(C)c1 | 1 | -7 | 0 | 0 | 3 | -16 | -7 | 7
O=C(C[C@@H]1C[C@H]2c3cc(NC(=O)C4CCOCC4)ccc3O[C@H]2[C@@H](CO)O1)NCc1ccc(Oc2ccccc2)cc1 | 30 | 0 | -5 | 0 | 9 | -6 | -1 | 6
O=S(=O)(NC1CCCCCC1)c1cccc2cccnc12 | x | 2 | -2 | 1 | x | x | 0 | -17
N#Cc1c2c(c(NCc3ccco3)n3c1nc1ccccc13)CCC2 | x | x | 1 | -3 | x | x | -10 | -4
O=C(NCc1ccccc1)c1cnc(Cl)c(Cl)c1 | -3 | -30 | 1 | -4 | 16 | -18 | 3 | -4
Cc1ccc(-n2cc(CNC(C)Cn3cncn3)c(-c3ccc(F)cc3)n2)cc1 (stereo not given) | 6 | x | x | x | -13 | -9 | -3 | 3
Nc1ncnc2c1ncn2[C@@H]1O[C@H](C(=O)NCCc2ccc(F)cc2)[C@@H](O)[C@H]1O | x | 4 | -1 | 5 | -6 | 13 | x | -13
COc1ccc(C(C)=O)cc1COc1cccc2c1OC(C)(C)C2 | 15 | 0 | -1 | -1 | -13 | -8 | -1 | x
Cc1ccccc1/C=N/n1c(-c2ccccn2)n[nH]c1=S | x | 4 | 0 | 2 | x | 10 | 71* | 8
CCCNC(=O)NC[C@@H]1[C@@H](c2ccc(C3=CCCCC3)cc2)[C@H](CO)N1C(C)=O | -1 | -16 | -2 | -4 | -4 | -24 | -3 | -7
O=C(/C=C/c1cccc(Br)c1)N1CCN(c2ccccn2)CC1 | -25 | x | x | x | 16 | 1 | -5 | 4

Complete entries, looked up by structure. Screens in order: INS-1E GSIS act	C2C12 statin	Cneo AK release	PglD inh	LGR2 inh	PAX8 reporter	ARNT-TACC3 inh	PGC1a acetyl inh
Results for `Cc1ccccc1/C=N/n1c(-c2ccccn2)n[nH]c1=S` = x	4	0	2	x	10	71*	8
Results for `CCOC(=O)c1c(S(=O)(=O)NCC(=O)Nc2cc(C)ccc2C)c(C)n(C)c1C` = -1	17	-2	1	0	1	1	-8

Continuation:
SMILES | INS-1E GSIS act | C2C12 statin | Cneo AK release | PglD inh | LGR2 inh | PAX8 reporter | ARNT-TACC3 inh | PGC1a acetyl inh
COc1ccc(C(=O)COC(=O)CCn2nnc(-c3cccc(O)c3OC)n2)cc1 | 10 | 34 | -2 | 5 | 2 | x | -3 | -9
COc1cc(-c2noc(CCC(=O)NC3CCCCC3)n2)cc(OC)c1OC | -3 | 5 | 36 | 4 | -1 | 11 | x | -1
COc1ccc(NC(=O)N(C)C[C@H]2OCCCC[C@H](C)Oc3ccc(NC(=O)Cc4ccccc4)cc3C(=O)N([C@H](C)CO)C[C@@H]2C)cc1 | -21 | x | -2 | 1 | 16 | x | 8 | 8
CCCCC(CC)CNC(=O)C(Cc1ccccc1)NS(=O)(=O)c1ccc2c(c1)CCC(=O)N2 (stereo not given) | -20 | 5 | -2 | 1 | 6 | 12 | -1 | -17
O=C(c1ccc(NS(=O)(=O)c2ccc(F)cc2)cc1)N1CCCCC1 | 3 | x | x | x | -10 | -10 | 0 | x
Cc1noc(C)c1NC(=O)N(C)C[C@@H]1Oc2ccc(NC(=O)Nc3ccccc3)cc2CC(=O)N([C@@H](C)CO)C[C@@H]1C | 15 | -11 | -1 | 3 | -8 | -11 | 1 | -9
Cc1ccc(OCC(=O)Oc2ccccc2[N+](=O)[O-])cc1 | x | x | -3 | 1 | x | -7 | 2 | -13
O=C(NCC1CCCO1)c1ccc(Oc2ccc([N+](=O)[O-])cc2)cc1 (stereo not given) | -11 | -9 | -1 | 7 | -9 | -6 | 0 | -4
OC(c1ccc(F)c(F)c1)c1nc(-c2cccc(C(F)(F)F)c2)cs1 (stereo not given) | -17 | 19 | 0 | 2 | -13 | -16 | x | x
